Source: PubChem BioAssay
TAAR1 agonist – agonists of human TAAR1. activation, % at 3 µM. Q96RJ0. AID 624467. actives 0.99% (n = 360,000). CHO RD-HGA16 TAAR1, Fluo-8 calcium fluorescence; vehicle wells 0%, saturating PEA agonist 100%;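 active means activation above the mean activation of all test compounds in the run plus 3 SD, cut at about 38% in these data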
Target sequence (Q96RJ0 whole entry, looked up): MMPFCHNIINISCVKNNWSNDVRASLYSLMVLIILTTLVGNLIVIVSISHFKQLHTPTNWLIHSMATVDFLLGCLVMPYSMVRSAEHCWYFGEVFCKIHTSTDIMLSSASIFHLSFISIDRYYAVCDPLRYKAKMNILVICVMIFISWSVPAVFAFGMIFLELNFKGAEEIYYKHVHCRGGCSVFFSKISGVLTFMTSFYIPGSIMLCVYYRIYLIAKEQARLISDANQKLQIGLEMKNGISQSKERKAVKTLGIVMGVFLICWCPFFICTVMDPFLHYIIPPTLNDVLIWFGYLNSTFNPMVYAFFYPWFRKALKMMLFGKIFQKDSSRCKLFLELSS
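Assay system – CHO-derived RD-HGA16 cells with stable Gα16 and human TAAR1 · Compound dosing – one-point dosing at 3 µM (nominal) · Incubation – 17-24 h seeding, 75 min 37 °C dye, 30 min RT · Measured by – kinetic Fluo-8 calcium fluorescence · Control set – DMSO vehicle as 0%, PEA at EC100 as 100% · Repeats – single well for each compound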
M4 PAM – potentiates acetylcholine response at human M4 receptor | CHO-K1 hM4/Gqi5, Fluo-8 calcium fluorescence, ACh EC20; 0% = ACh EC20, 100% = maximal ACh | P08173 | actives 0.4% (n = 360,000) | activation, % at 3 µM | AID 624126;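 active means activation above its plate's cutoff, the mean activation of sample wells plus 3 SD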; further: some results filed as inactive read as strong as hits
Target sequence (P08173 whole entry, looked up): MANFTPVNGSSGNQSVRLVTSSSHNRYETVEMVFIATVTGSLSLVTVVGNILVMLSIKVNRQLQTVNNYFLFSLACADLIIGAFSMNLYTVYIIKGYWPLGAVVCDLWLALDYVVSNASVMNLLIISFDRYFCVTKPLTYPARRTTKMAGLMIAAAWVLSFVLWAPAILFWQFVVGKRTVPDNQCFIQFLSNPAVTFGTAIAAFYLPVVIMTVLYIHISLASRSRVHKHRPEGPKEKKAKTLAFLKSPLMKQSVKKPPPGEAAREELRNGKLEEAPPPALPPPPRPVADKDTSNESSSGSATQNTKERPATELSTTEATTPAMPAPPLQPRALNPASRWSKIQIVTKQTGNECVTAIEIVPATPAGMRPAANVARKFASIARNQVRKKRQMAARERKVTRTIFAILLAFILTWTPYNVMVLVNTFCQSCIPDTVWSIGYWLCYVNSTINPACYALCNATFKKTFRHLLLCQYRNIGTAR
M5 ag – agonists of human muscarinic M5 receptor (CHRM5). P08912. actives 0.19% (n = 360,000). activation, % at 3 µM. CHO-K1 hM5 cells, Fluo-8 calcium fluorescence; 0% DMSO wells, 100% maximal acetylcholine response;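 active means activation above the run's mean over test compounds plus 3 SD, cut at about 23% in these data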;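 further: signal is peak over basal fluorescence ratio across the kinetic read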
CHRM5 antagonist – blocks acetylcholine activation of human M5 receptor | P08912 | CHO-hM5 cells, Fluo-8 calcium fluorescence, ACh EC80 | inhibition, % at 3 µM | actives 0.59% (n = 360,000) | AID 624040;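 active means inhibition above a per-plate cutoff, the mean of that plate's test compounds plus 3 SD, cut at about 27% in these data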;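 further: 0% = acetylcholine EC80 with DMSO and 100% = DMSO without agonist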
CHRM5 PAM – CHRM5 positive allosteric modulation; actives 0.3% (n = 360,000); activation, % at 3 µM; CHO-K1 hM5, Fluo-8 calcium, ACh EC20 PAM; 0% = ACh EC20, 100% = ACh EC100; AID 624038; P08912;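 active means activation above the run cutoff, the mean activation of all test compounds plus 3 SD, cut at about 18% in these data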
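System – CHO-K1 hM5 cells · Compound – 3 µM, single dose · Incubation – compound preincubation 140 s before EC20 acetylcholine addition · Technique – Fluo-8 calcium fluorescence · Measure – Max/basal fluorescence ratio as % of EC20–EC100 ACh window · Benchmarks – low control EC20 acetylcholine (0%), high control EC100 acetylcholine (100%) · Replication – singlicate, one well per test compound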
M1 PAM parental – M1 PAM counterscreen hit in parental CHO-K1 cells; ATP EC20, Fluo-8 calcium fluorescence; 0% at ATP EC20, 100% at ATP max; activation, % at 3 µM; actives 0.02% (n = 360,000); AID 602247;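 active means activation above the run cutoff, the mean activation of all test compounds plus 3 SD, cut at about 40% in these data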;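 further: peak over basal fluorescence ratio in a 140 s read after ATP addition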
CRFR2-BP antag – blocks CRF-induced signaling of the CRF-BP/CRF-R2 complex; actives 0.59% (n = 350,000); HEK293 CRF-R2/CRF-BP, CRF-induced calcium fluorescence; inhibition, % at 11.8 µM;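 active means inhibition of the ligand-induced calcium signal above about 50% at the single tested concentration, limit read from the data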
TAAR1 antagonist – antagonists of human TAAR1; Q96RJ0; CHO RD-HGA16 TAAR1, Fluo-8 calcium fluorescence, antagonist; inhibition, % at 3 µM; actives 1.5% (n = 360,000);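 active means inhibition above a per-plate cutoff, the mean inhibition of test compounds on that plate plus 3 SD, cut at about 49% in these data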;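 further: 0% = DMSO plus EC80 beta-PEA response and 100% = DMSO alone without agonist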
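Test system: CHO RD-HGA16 cells bearing hTAAR1 | Reagent: β-PEA, EC80 | Compound dosing: 3 µM, single point | Schedule: Dye loading 75 min at 37 °C, then 30 min room temperature | Signal: Calcium fluorescence with Fluo-8 | Evaluation: Percent inhibition of PEA-evoked calcium signal, max/basal emission ratio | Control set: DMSO-only wells and EC80 β-PEA-stimulated wells | Repeats: Singlicate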
CRFR2-BP ag – agonists of human CRF-binding protein/CRF-R2 receptor complex | HEK293 CRF-R2/CRF-BP, calcium dye fluorescence (FLIPR); percent of saturating CRF peptide response | activation, % at 13.2 µM | actives 0.46% (n = 350,000) | AID 588473;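 active means activation of at least 50%, plus an integration ratio under a set limit after plate pattern correction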;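 further: plate controls were neutral control wells without compound for no effect and CRF at EC100 for full effect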
Active calls of the source: *; / = no result given.

SMILES	TAAR1 agonist	M4 PAM	M5 ag	CHRM5 antagonist	CHRM5 PAM	M1 PAM parental	CRFR2-BP antag	TAAR1 antagonist	CRFR2-BP ag
O=C(O)C1CCN(C(=O)c2cccc3ccccc23)CC1	-2.8	17.7*	0.5	-7.0	5.2	20.7	-6.7	15.5	2.7
O=C(NCc1cccnc1)c1ccc(S(=O)(=O)Nc2ccccc2)cc1	2.0	2.4	-2.7	-4.2	4.1	5.0	14.2	-19.7	-0.2
CCc1nnc(NC(=O)Cc2ccc(Br)cc2)s1	3.9	2.1	-0.9	2.7	5.4	-8.3	-20.0	16.4	0.3
Cc1ccc(S(=O)(=O)N2[C@@H](c3ccc(Br)cc3)C(C(=O)O)=CC[C@H]2c2cccc(Cl)c2)cc1	0.2	1.9	0.2	-5.9	-1.7	-8.2	16.9	-11.2	-0.8
Cc1nn(C)c(C)c1/C=C1/SC(=S)NC1=O	2.8	5.4	3.2	-5.1	1.1	12.0	-9.6	-5.3	4.4
COc1ccc(NC(=O)CO/N=C/C(=O)Nc2ccccc2C)c([N+](=O)[O-])c1	5.4	-0.3	-0.7	-1.0	5.2	-9.8	-5.5	8.6	0.1
Cc1cc(C)nc(NN=C(c2ccccc2)c2ccccc2)n1	1.8	1.6	-5.1	1.0	-2.6	10.3	2.0	-23.1	-0.9
CCOC(=O)CN1C(=O)C(=O)N(Cc2ccccc2F)C1=O	-0.4	1.0	0.0	-8.3	11.0	-16.9	3.0	0.4	-0.2
Cc1ccccc1NS(=O)(=O)c1ccc2c(c1)CCC(=O)N2	5.1	-5.2	-0.2	3.9	-2.2	7.7	/	-17.0	/
O=C(Cc1cccc2ccccc12)OCn1nnc2ccccc2c1=O	-1.4	0.3	-1.1	-2.5	-3.8	-2.1	-23.9	-9.5	4.1
CCN(C(=O)CSc1nnc(C)n1-c1cccc(C)c1)C1CCS(=O)(=O)C1 (stereo not drawn)	-0.8	14.0	-0.3	3.9	8.9	23.7	-1.0	8.9	-0.6
CN/S(=N/S(=O)(=O)c1ccccc1)c1ccc(C)cc1 (stereo not drawn)	21.6	-0.8	-2.3	-13.2	-1.0	25.3	-26.7	-3.0	-0.7
CN(C)CCN(Cc1cccs1)S(=O)(=O)c1csc(C(N)=O)c1	-0.3	3.0	-4.4	2.3	2.8	-11.4	9.3	-4.0	-1.0
CCOc1cc(CNc2ccc(N(C)C)cc2)cc(Br)c1OCC(=O)NC(C)(C)C	3.7	6.7	3.8	-2.6	2.5	19.2	6.8	-23.4	-3.5
COc1ccc(C(=O)/C=C/C(=O)N(Cc2ccc3c(c2)OCO3)C(C(=O)NC2CCCCC2)c2ccncc2)c(O)c1 (stereo not drawn)	-2.4	-6.8	-6.2	-3.8	-2.1	-10.3	-16.3	8.0	1.1

Gathered by group, those above with an aryl methoxy group (2)
SMILES	TAAR1 agonist	M4 PAM	M5 ag	CHRM5 antagonist	CHRM5 PAM	M1 PAM parental	CRFR2-BP antag	TAAR1 antagonist	CRFR2-BP ag
COc1ccc(NC(=O)CO/N=C/C(=O)Nc2ccccc2C)c([N+](=O)[O-])c1	5.4	-0.3	-0.7	-1.0	5.2	-9.8	-5.5	8.6	0.1
COc1ccc(C(=O)/C=C/C(=O)N(Cc2ccc3c(c2)OCO3)C(C(=O)NC2CCCCC2)c2ccncc2)c(O)c1 (stereo not drawn)	-2.4	-6.8	-6.2	-3.8	-2.1	-10.3	-16.3	8.0	1.1

Further compounds follow:
SMILES	TAAR1 agonist	M4 PAM	M5 ag	CHRM5 antagonist	CHRM5 PAM	M1 PAM parental	CRFR2-BP antag	TAAR1 antagonist	CRFR2-BP ag
COc1cc2c(cc1NC(=O)CC1SC(N3CCCC3)=NC1=O)oc1ccccc12 (stereo not drawn)	2.9	-6.4	-0.9	4.3	1.1	17.4	-24.7	-36.7	-1.8
Cc1ccc(C)c2nc(Cl)c(C3NC(=O)c4ccccc4N3)cc12 (stereo not drawn)	6.9	1.0	-1.3	-1.5	3.8	24.3	-24.2	-2.0	-2.2
C/C=C/C(=O)OCC(=O)Nc1cc(OC)c([N+](=O)[O-])cc1C	6.1	-3.7	-1.8	8.9	-0.8	17.3	18.9	1.4	-2.5
CCCCN(C(=O)c1cc2ccccc2o1)c1c(N)n(CCC)c(=O)[nH]c1=O	9.5	0.0	-2.0	14.2	-2.9	25.5	-15.3	9.0	-0.8
COc1ccc(OC)c(N/C(C)=C/C(=O)c2ccc(C)o2)c1	1.5	4.2	0.0	5.2	2.4	14.5	20.4	1.4	-1.9
Cc1nc(N)sc1-c1csc(Nc2cc(N(C)C)ccc2Cl)n1	-0.6	-1.9	-0.4	6.0	-3.0	12.8	4.4	1.9	0.3
Nc1ccccc1C(=O)N1CCCC1	3.8	1.8	-1.0	5.2	1.9	5.8	13.0	-3.3	0.8
CCC(Oc1ccc(C)cc1)C(=O)Nc1ccc(S(=O)(=O)Nc2cc(C)on2)cc1 (stereo not drawn)	3.5	-6.0	-2.9	-6.5	-0.4	5.8	1.8	-20.6	-1.1
O=C(Nc1c2c(nn1-c1ccc(Cl)cc1)CS(=O)(=O)C2)C1CC1	0.2	3.5	-2.2	-8.0	-2.1	17.6	7.9	-3.5	-0.5
C[C@H](NC(=O)N1CCC(Cc2ccccc2)CC1)C(=O)O	5.8	-7.6	-9.6	3.4	-0.9	6.4	-4.2	-5.5	5.3
CCOc1ccc(C2C(C(=O)c3cccs3)=C(O)C(=O)N2CCN2CCOCC2)cc1 (stereo not drawn)	-0.1	-6.4	-0.6	14.9	-6.5	2.1	-2.4	-9.2	-0.1
C1CCC(Nc2nc3nonc3nc2N2CCSCC2)C1	-1.0	9.5	0.2	6.2	15.4	-9.7	12.0	0.9	-2.4
c1ccc(CCNc2nc(-c3ccncc3)nc3ccccc23)cc1	2.5	-11.8	-7.4	12.9	-17.4	5.6	-13.4	66.7*	-0.2
CCOc1ccc(S(=O)(=O)Nc2ccccc2SC)c2cccnc12	20.1	6.5	9.4	-9.1	6.5	27.3	-18.3	-16.1	3.0
CCCN(CCC)S(=O)(=O)c1ccc(C(=O)NCc2n[nH]c(=S)n2-c2ccc(Cl)c(Cl)c2)cc1	18.9	14.0	-4.0	-7.4	14.1	19.5	10.1	2.7	0.1
CCc1nc2ccc(C(=O)NCCCn3ccnc3)cn2c1N(CC)CCOC	4.2	-3.4	-2.4	2.9	-2.4	3.1	/	-10.5	/
CCOC(=O)[C@]12CCCC=C1N(Cc1cccc3ccccc13)C(=O)[C@H](CC(=O)NCc1cccc3ccccc13)C2	0.7	1.0	2.7	-9.3	-7.8	5.3	/	-6.2	/
CCn1nc(C)cc1C(=O)N(C)C1CCCN(Cc2ccccc2F)C1 (stereo not drawn)	-0.2	2.9	-2.1	-0.7	5.5	15.5	-9.9	-22.2	-0.4
Cc1cnc(C)c(N2CCN(Cc3cn(C)nc3-c3cccc(Cl)c3)CC2)n1	1.8	-5.2	-3.5	2.3	-3.7	13.6	-4.2	-11.8	-0.4
Nc1c(C(=O)Nc2ccc3c(c2)OCCO3)nnn1Cc1ccc(F)cc1	5.0	-1.9	8.2	11.1	2.7	5.0	-11.3	3.4	-0.1
COc1ccc(C(=O)NCC(=O)N/N=C/c2cn[nH]c2-c2ccccc2)cc1	-1.4	1.2	-2.5	3.3	-1.5	11.0	-2.7	0.5	3.1
CC1(c2nnnn2-c2ccc3c(c2)OCCO3)CCC(=O)N1CCc1c[nH]c2ccccc12 (stereo not drawn)	7.7	-2.9	1.1	-1.3	-7.2	8.1	/	-21.9	/
O=c1c2ccccc2oc2cc(-c3ccc4cc[nH]c4c3)ccc12	6.5	9.6	3.7	9.2	-7.5	6.5	-1.1	1.8	2.3
CC(C)c1ccc(NC(=O)CSc2n[nH]c(=O)n2Cc2ccco2)cc1	-0.6	1.1	5.9	1.4	2.0	17.4	4.9	9.4	-0.9
CCNC(C(=O)c1c[nH]c2c(CC)cccc12)c1ccccc1 (stereo not drawn)	17.3	-1.7	-1.6	19.4	-5.3	-2.9	-0.4	-1.7	0.8
CSC(=NC#N)N1CCN(c2cccc(Cl)c2)CC1	0.2	15.1	0.7	-8.3	6.2	19.4	8.3	8.0	-1.5
COC(=O)c1ccc(C(=O)N(C)C2CCCN(Cc3ccccc3F)C2)nc1 (stereo not drawn)	-0.1	-5.2	-3.5	0.9	2.2	-10.1	13.0	-9.3	6.9
N=c1n(CC(=O)c2cccs2)c2ccccc2n1Cc1ccccc1	4.7	-0.1	-1.9	6.8	1.8	-18.4	-13.4	-14.0	0.9
COc1ccc2[nH]cc(CCNS(=O)(=O)c3ccc(NC(C)=O)cc3)c2c1	2.1	0.1	-1.5	13.9	-3.9	25.7	-13.7	10.4	0.1
CN(Cc1ccccc1)C(=O)c1ccc(NC(=O)Cc2ccc([N+](=O)[O-])cc2)cc1	34.2	-2.6	25.6*	2.0	13.7	7.0	-2.1	37.2	0.1
COc1ccccc1N(C)C(=O)c1cc(S(=O)(=O)N2CCc3ccccc32)cn1C	0.6	-1.1	-0.4	3.8	-3.0	10.9	-4.9	-7.1	-2.0
COc1ccc(CN2C(=O)NC3(CCCCCC3)C2=O)cc1F	-0.3	8.7	-10.6	1.0	12.5	10.3	-0.9	-2.9	-0.1
CCOC(=O)c1cnc2ccc(C)cc2c1NCCN1CCOCC1	1.3	10.4	-3.6	10.7	-4.5	1.7	7.1	-28.9	0.0
Cc1ccc(S(=O)(=O)N(C)C)cc1NC(=S)NC(=O)C12CC3CC(CC(C3)C1)C2	1.9	0.3	0.8	3.2	-4.4	12.2	0.4	-6.2	-0.4
Cc1ccc(S(=O)(=O)N2CC3C(=O)CC(c4ccccc4)N(S(=O)(=O)c4ccc(C)cc4)C3CC2c2cccc(Cl)c2)cc1 (stereo not drawn)	2.0	6.5	2.6	9.3	-3.8	/	/	-16.6	/
CCOc1ccc(CCNC(=O)COC(=O)/C=C/c2ccccc2OC)cc1OCC	-3.0	2.7	-3.3	0.6	-0.5	3.4	4.0	-39.7	-4.5
Cc1ccccc1Nc1scc(-c2ccc(Cl)cc2)[n+]1-c1ccccc1C	2.0	-12.5	-1.7	-6.7	-5.5	24.7	36.6	15.9	1.2

Among those listed so far, three contain an aryl thioether with sulfur outside any ring:
SMILES	TAAR1 agonist	M4 PAM	M5 ag	CHRM5 antagonist	CHRM5 PAM	M1 PAM parental	CRFR2-BP antag	TAAR1 antagonist	CRFR2-BP ag
CCN(C(=O)CSc1nnc(C)n1-c1cccc(C)c1)C1CCS(=O)(=O)C1 (stereo not drawn)	-0.8	14.0	-0.3	3.9	8.9	23.7	-1.0	8.9	-0.6
CCOc1ccc(S(=O)(=O)Nc2ccccc2SC)c2cccnc12	20.1	6.5	9.4	-9.1	6.5	27.3	-18.3	-16.1	3.0
CC(C)c1ccc(NC(=O)CSc2n[nH]c(=O)n2Cc2ccco2)cc1	-0.6	1.1	5.9	1.4	2.0	17.4	4.9	9.4	-0.9
